L3MBTL1 inh – inhibitors of human L3MBTL1; AlphaScreen L3MBTL1–H3K9me1 peptide binding; Potency, µM (top dose mostly 57.1 µM), without a hit: top-dose activity, negative = inhibition, most hits filed as inhibitors; Q9Y468; 230,000 compounds, 0.66% hits; active = well fitted inhibition curve with a large enough effect; note: nearly all actives have a fitted effect of over 60% in size
Target sequence (Q9Y468 whole entry, looked up): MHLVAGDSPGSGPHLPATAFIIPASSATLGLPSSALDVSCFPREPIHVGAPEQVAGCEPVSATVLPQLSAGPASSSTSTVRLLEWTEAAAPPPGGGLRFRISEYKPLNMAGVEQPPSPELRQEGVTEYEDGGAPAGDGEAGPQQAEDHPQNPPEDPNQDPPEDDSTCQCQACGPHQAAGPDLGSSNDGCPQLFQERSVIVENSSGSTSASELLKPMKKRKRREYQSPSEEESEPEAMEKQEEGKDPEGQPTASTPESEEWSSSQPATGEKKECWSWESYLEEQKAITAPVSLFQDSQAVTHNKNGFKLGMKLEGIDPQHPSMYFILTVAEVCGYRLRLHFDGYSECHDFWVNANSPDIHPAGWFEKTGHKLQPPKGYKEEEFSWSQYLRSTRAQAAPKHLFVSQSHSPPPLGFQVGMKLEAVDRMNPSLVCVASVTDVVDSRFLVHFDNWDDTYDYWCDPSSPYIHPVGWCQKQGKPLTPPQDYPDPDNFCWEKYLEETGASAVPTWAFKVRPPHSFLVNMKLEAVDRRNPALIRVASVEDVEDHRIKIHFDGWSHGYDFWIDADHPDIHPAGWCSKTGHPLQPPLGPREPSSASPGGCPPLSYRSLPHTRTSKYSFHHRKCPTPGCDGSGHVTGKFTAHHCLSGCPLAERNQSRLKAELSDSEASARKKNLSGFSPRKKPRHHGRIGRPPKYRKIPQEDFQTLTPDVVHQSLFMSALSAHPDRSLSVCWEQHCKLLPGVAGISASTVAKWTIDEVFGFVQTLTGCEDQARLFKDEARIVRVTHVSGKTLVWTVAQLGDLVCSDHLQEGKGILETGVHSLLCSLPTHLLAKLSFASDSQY
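L3MBTL1 (50 nM) pre-complexed 30 min with biotinylated H3(1-15)K9me1 peptide (75 nM), then compounds added for 30 min at room temperature; AlphaScreen streptavidin donor/nickel chelate acceptor beads (10 ug/mL final) read after 30 min dark incubation.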
Starred values were filed as active, the others as inactive; [ ] = dose if it differs, or a comment. % is set by controls: 0 for no effect and ±100 for the full control effect; potency is the fitted concentration of half-maximal effect. A portion of the library. The share of hits here may be higher or lower than overall.

For CC1CCCN(C(=O)CSc2n[nH]c(-c3cccs3)n2)C1 (centres undefined) the results were L3MBTL1 inh 8.4%.
`CCCCCC(=O)Nc1cccc(S(=O)(=O)NC2=NCCC2)c1` gave L3MBTL1 inh 1.5%.
Cc1cc(C(=O)OCC(=O)N2C(C)CCCC2C)c2ccccc2n1 (centres undefined) was read as L3MBTL1 inh 5.5%.
COc1ccc(OC)c(NC(=O)CCN2CC(C)CC(C)C2)c1 (centres undefined) was read as L3MBTL1 inh -4.6%[2.29 µM].
For COc1ccc(S(=O)(=O)NCc2ccccn2)cc1NC(=O)c1ccccc1C the results were L3MBTL1 inh -10.5%.
Screening CC(C)[C@H](NC(=O)[C@@H]1Cc2c([nH]c3ccccc23)C2c3ccccc3C(=O)N21)C(=O)NCC1CCCO1 (some centres undefined) returned L3MBTL1 inh -5.6%.
`CCc1nnc(NC(=O)c2cccc(S(=O)(=O)N3CCN(C(C)=O)CC3)c2)s1` gave L3MBTL1 inh 1.9%.
NC(=O)CCN(C(=O)c1cccc(S(=O)(=O)N2CCc3ccccc32)c1)c1ccccc1 was read as L3MBTL1 inh -1.2%.
Screening O=C(O)c1ccc(N2C(=O)c3cccc4cccc(c34)C2=O)cc1 returned L3MBTL1 inh 42.6%[activator].
Screening NS(=O)(=O)c1cccc(NC(=O)CCN2C(=O)C3CCCCC3C2=O)c1 (centres undefined) returned L3MBTL1 inh 3.0%.
`CN1CCN(C(=O)c2cccc(S(=O)(=O)N3CCCC3)c2)CC1` gave L3MBTL1 inh -0.7%.
Screening CC(=O)N(CC(C)C(=O)O)c1c(I)cc(I)c(N)c1I (centres undefined) returned L3MBTL1 inh 7.6%.
For Cc1ccc(Oc2cc(NN3CCCCC3)c([N+](=O)[O-])cc2[N+](=O)[O-])c(Cl)c1 the results were L3MBTL1 inh -6.7%.
`Cc1nc2ccccn2c(=O)c1NC(=O)c1cccs1` gave L3MBTL1 inh -1.1%.
`CN(CC(=O)Nc1cc(Cl)ccc1Cl)C1CCS(=O)(=O)C1` (centres undefined) gave L3MBTL1 inh 3.6%.
For CN(CC(=O)Nc1ccccc1Cl)C(=O)COC(=O)CSc1ccc(Cl)cc1 the results were L3MBTL1 inh 5.4%.
Screening Cc1ccc(C2=NCCn3c2c2ccc(C(F)(F)F)cc2[n+]3[O-])cc1 returned L3MBTL1 inh -3.8%.
CCOC(=O)[C@@H]1[C@H]2COc3cc(OC)ccc3[C@H]2N2C(=O)N(c3ccc(Cl)cc3)C(=O)[C@]12C was read as L3MBTL1 inh -2.3%.
`CN(C)CCCN(C(=O)c1cc2cc([N+](=O)[O-])ccc2s1)c1nc2cc3c(cc2s1)OCCO3` gave L3MBTL1 inh -10.7%.
COc1ccc(OC)c(S(=O)(=O)NCc2ccccn2)c1 was read as L3MBTL1 inh 6.7%.
`COc1ccccc1CNC(=O)CCc1ccccc1` gave L3MBTL1 inh 1.1%.
`Cc1nc2ccc(NS(=O)(=O)c3ccc(Br)cc3)cc2s1` gave L3MBTL1 inh -4.3%.
`COc1ccccc1NS(=O)(=O)c1ccc(C(=O)NCCCN2CCOCC2)cc1` gave L3MBTL1 inh 9.9%.
`CC(=O)Nc1ccc(NC(=O)COC(=O)/C=C/c2ccc3c(c2)OCO3)cc1` gave L3MBTL1 inh 5.5%.
`COc1ccccc1C(=O)NC(=O)COC(=O)CCS(=O)(=O)c1ccc(C)cc1` gave L3MBTL1 inh 2.4%.
For O=C1NC(Cc2ccccc2)c2nc3cc(Cl)ccc3c(=O)n2-c2cc(Cl)ccc21 (centres undefined) the results were L3MBTL1 inh 0.5%.
For O=C(CN1C(=O)C2CC=CCC2C1=O)Nc1nc(-c2ccc(F)c(F)c2)cs1 (centres undefined) the results were L3MBTL1 inh 2.6%.
For Cc1cc(=O)oc2c(C)c(OC(C)C(=O)N3CC[C@@]4(O)CCCC[C@H]4C3)ccc12 (some centres undefined) the results were L3MBTL1 inh -10.2%.
Screening COc1ccc(NC(=O)C2CCN(C(=O)Nc3ccccc3)CC2)cc1S(=O)(=O)N(C)C returned L3MBTL1 inh -0.3%.
`CCN(C(=O)CSc1nc2ccc(OC)cc2[nH]1)C1CCS(=O)(=O)C1` (centres undefined) gave L3MBTL1 inh 6.3%.

11 neighbouring records from above, quoted:
COc1ccc(OC)c(S(=O)(=O)NCc2ccccn2)c1 was read as L3MBTL1 inh 6.7%.
`COc1ccccc1CNC(=O)CCc1ccccc1` gave L3MBTL1 inh 1.1%.
`Cc1nc2ccc(NS(=O)(=O)c3ccc(Br)cc3)cc2s1` gave L3MBTL1 inh -4.3%.
`COc1ccccc1NS(=O)(=O)c1ccc(C(=O)NCCCN2CCOCC2)cc1` gave L3MBTL1 inh 9.9%.
`CC(=O)Nc1ccc(NC(=O)COC(=O)/C=C/c2ccc3c(c2)OCO3)cc1` gave L3MBTL1 inh 5.5%.
`COc1ccccc1C(=O)NC(=O)COC(=O)CCS(=O)(=O)c1ccc(C)cc1` gave L3MBTL1 inh 2.4%.
For O=C1NC(Cc2ccccc2)c2nc3cc(Cl)ccc3c(=O)n2-c2cc(Cl)ccc21 (centres undefined) the results were L3MBTL1 inh 0.5%.
For O=C(CN1C(=O)C2CC=CCC2C1=O)Nc1nc(-c2ccc(F)c(F)c2)cs1 (centres undefined) the results were L3MBTL1 inh 2.6%.
For Cc1cc(=O)oc2c(C)c(OC(C)C(=O)N3CC[C@@]4(O)CCCC[C@H]4C3)ccc12 (some centres undefined) the results were L3MBTL1 inh -10.2%.
Screening COc1ccc(NC(=O)C2CCN(C(=O)Nc3ccccc3)CC2)cc1S(=O)(=O)N(C)C returned L3MBTL1 inh -0.3%.
`CCN(C(=O)CSc1nc2ccc(OC)cc2[nH]1)C1CCS(=O)(=O)C1` (centres undefined) gave L3MBTL1 inh 6.3%.

Further structures:
`CCN(c1ccccc1)S(=O)(=O)c1ccc(C(=O)N2CCCC(C(F)(F)F)C2)cc1` (centres undefined) gave L3MBTL1 inh 4.2%.
`CCN1C(=O)[C@H]2[C@@H](c3ccc(-c4ccc(OC)cc4)cc3)N[C@@](C)(C(=O)OC)[C@H]2C1=O` gave L3MBTL1 inh -3.9%.
For CCCCCc1ccc(-c2cn(Cc3ccc4ccccc4c3)nn2)cc1 the results were L3MBTL1 inh 3.6%.
`Cc1cc(C)nc(NNS(=O)(=O)c2c(F)cc(F)cc2Br)n1` gave L3MBTL1 inh -2.3%.
Screening CN(CCCCCCCCCCN(C)C(=O)Oc1cccc([N+](C)(C)C)c1)C(=O)Oc1cccc([N+](C)(C)C)c1 returned L3MBTL1 inh 5.3%.
For CCOC(=O)N1CCC(NCCNC(=O)c2ccc(F)cc2)CC1 the results were L3MBTL1 inh -6.0%.
For CC(C)N(C(=O)[C@H]1C[C@H](CC(=O)NCCCn2ccnc2)C(=O)N2CCc3c([nH]c4cc(-c5ccco5)ccc34)[C@]12C)C(C)C the results were L3MBTL1 inh 8.4%.
For CN(C(=O)c1cccc(C#CC(C)(C)O)c1)C1CCCN(Cc2ccccc2F)C1 (centres undefined) the results were L3MBTL1 inh -0.1%.
For CCNS(=O)(=O)c1ccc(CCC(=O)N2CCN(c3ccccc3F)CC2)cc1 the results were L3MBTL1 inh -2.3%.
N#CC1(NC(=O)COC(=O)c2cc([N+](=O)[O-])ccc2N2CCCC2)CCCCC1 was read as L3MBTL1 inh -7.2%.
O=C(CCc1nc2ccccc2c(=O)[nH]1)NCCN1C(=O)S/C(=C\c2ccc(Cl)cc2Cl)C1=O was read as L3MBTL1 inh -9.8%.
Screening Cn1c(=O)c2c([nH]c(=S)n2CCCc2ccccc2)n(C)c1=O returned L3MBTL1 inh -3.1%[2.29 µM].
Screening Cc1ccc(C)c2[nH]c(=O)c(CCNC(=O)CCc3ccccc3)cc12 returned L3MBTL1 inh 1.1%.
For Cc1cccnc1NC(=O)c1ccc(Br)o1 the results were L3MBTL1 inh 6.9%.
Cc1cccc(N2CCN(C(=O)c3oc4ccc(Br)cc4c3C)CC2)c1C was read as L3MBTL1 inh 0.9%.
`CCCn1c(NC(=O)C2CCN(C(=O)c3ccccc3C)CC2)nc2ccccc21` gave L3MBTL1 inh -5.2%.
`O=C(CSc1nc2c(cnn2-c2cccc(Cl)c2)c(=O)[nH]1)NCC1CCCO1` (centres undefined) gave L3MBTL1 inh 1.9%.
O=C(/C=C/c1ccc(Br)cc1)NCCCn1ccnc1 was read as L3MBTL1 inh -3.7%.
For COc1ccc(CN(C)C(=O)Cc2ccc(OC)c(S(=O)(=O)N3CCOCC3)c2)cc1 the results were L3MBTL1 inh 3.4%.
`CCN(C(=O)c1cccc(Br)c1)C1CCS(=O)(=O)C1` (centres undefined) gave L3MBTL1 inh 1.2%.
For CC(C)(C)[C@H]1COC(=O)[C@@H](Cc2ccc(F)cc2)CC/C=C/C[C@@H](CC(=O)N[C@@H](CO)Cc2ccccc2)C(=O)N1 the results were L3MBTL1 inh 5.1%.
Cc1cccc(C)c1NC(=O)CNC(=O)Cn1nc(C)c(C)c(C#N)c1=O was read as L3MBTL1 inh -7.1%.
For Cc1cc(C(=O)CN2C(=O)NC(C)(c3cc(F)ccc3F)C2=O)c(C)n1C1CC1 (centres undefined) the results were L3MBTL1 inh -1.0%.
Cc1ccc2nc(C)cc(N/N=C/c3cccc(O)c3)c2c1 was read as L3MBTL1 inh -14.9%.
CC1CC(C)CN(S(=O)(=O)c2ccc3c(c2)CC(=O)N3)C1 (centres undefined) was read as L3MBTL1 inh -1.2%.
Screening O=C1NC(Cc2ccccc2)c2nc3cc(F)ccc3c(=O)n2-c2ccccc21 (centres undefined) returned L3MBTL1 inh 1.6%.
`CCOC(=O)[C@@H]1[C@H]2COc3ccc(Br)cc3[C@H]2N2C(=O)N(c3ccc(C(F)(F)F)cc3)C(=O)[C@]12C` gave L3MBTL1 inh 0.4%.
Screening CN(C)S(=O)(=O)c1ccc(N2CCCC2)c(C(=O)N2CCC(C(N)=O)CC2)c1 returned L3MBTL1 inh -3.2%.
For Cc1ccc(NC(=O)C2COc3ccccc3O2)c(C)c1 (centres undefined) the results were L3MBTL1 inh 0.9%[2.29 µM].
COc1ccccc1NC(=O)C1CCCN(S(=O)(=O)c2ccc3[nH]c(=O)ccc3c2)C1 (centres undefined) was read as L3MBTL1 inh -0.7%.
For COC(=O)c1cc(COC(=O)CNC(=O)c2ccc(Br)cc2)oc1C the results were L3MBTL1 inh 3.8%.
For Cc1c(CCC(=O)NC2CC2)c(=O)oc2c(C)c(O)ccc12 the results were L3MBTL1 inh 35.1%[activator].
`COc1cccc(/C=C/C(=O)NNC(=O)c2ccncc2)c1OC` gave L3MBTL1 inh 3.0%.
For COc1ccc(NC(=O)COC(=O)C(NC(=O)c2ccc(C)cc2)C(C)C)cn1 (centres undefined) the results were L3MBTL1 inh -3.6%.
`O=C(CCNS(=O)(=O)c1ccc(F)c(Cl)c1)NCc1ccccc1F` gave L3MBTL1 inh -7.5%.
For CN(CC(=O)Nc1ccc(Cl)c(C(F)(F)F)c1)C(=O)c1cccs1 the results were L3MBTL1 inh -1.6%.
O=C(Cn1nc(C(=O)O)c2ccccc2c1=O)Nc1ccc(Cl)c(S(=O)(=O)N2CCOCC2)c1 was read as L3MBTL1 inh 0.3%.
OCC[C@@H]1C[C@H](O)[C@@H](O)[C@@]2(OCc3ccccc32)O1 was read as L3MBTL1 inh -6.0%.
`Cc1cc(OCC(=O)N(Cc2ccco2)c2c(N)n(Cc3ccccc3)c(=O)[nH]c2=O)ccc1Cl` gave L3MBTL1 inh -0.8%.
For CN(Cc1ccc2c(c1)OCCO2)C(=O)CSc1ncnc2sccc12 the results were L3MBTL1 inh 5.8%.
For CCC1=NN2C(=N)/C(=C\c3ccc(OCCOc4ccccc4OC)cc3)C(=O)N=C2S1 the results were L3MBTL1 inh 1.3%.
Screening COc1cccc2cc(C(=O)Oc3ccccc3)c(=O)oc12 returned L3MBTL1 inh -3.6%.
Screening COc1ccc(C(=O)NCC(=O)OCC(=O)NC2CCCCCC2)cc1OC returned L3MBTL1 inh 1.1%.
`Brc1cccc(Nc2nc(-c3cccnc3)cs2)c1` gave L3MBTL1 inh -2.1%.
Screening C=CC[C@@H](CC(=O)N[C@H](CO)Cc1ccccc1)C(=O)N[C@H](C)COC(=O)[C@@H](CC=C)CC(=O)OC(C)(C)C returned L3MBTL1 inh -1.8%.
Screening COC(=O)c1c(C)[nH]c(C(=O)C(C)OC(=O)C2CC2C)c1C (centres undefined) returned L3MBTL1 inh -3.5%.
O=C(Nc1cc(S(=O)(=O)N2CCCCC2)ccc1N1CCOCC1)c1ccc(F)cc1 was read as L3MBTL1 inh 5.1%.
`O=C(COC(=O)C1CCN(c2ccc(C(F)(F)F)cn2)CC1)c1ccccc1` gave L3MBTL1 inh 29.6%.
`Cc1cc2c(cc1S(=O)(=O)CCC(=O)NC1CCCCC1C)OCC(=O)N2` (centres undefined) gave L3MBTL1 inh -2.0%.
O=C(Oc1ccc(C(=S)N2CCOCC2)cc1)c1ccccc1F was read as L3MBTL1 inh -6.1%.
For CCN(CC)C(=O)[C@H]1CC(CC(=O)NCC23CC4CC(CC(C4)C2)C3)C(=O)N2CCc3c([nH]c4ccccc34)[C@]12C (some centres undefined) the results were L3MBTL1 inh -11.8%.
COCCN=C1N[C@@H](c2cccc(C(F)(F)F)c2)C(C(=O)OC)=C(C)N1Cc1ccccc1 was read as L3MBTL1 inh 7.2%.
Cc1csc(SCC(=O)N(C)CC(=O)Nc2ccccc2Cl)n1 was read as L3MBTL1 inh 6.5%.
O=C(Nc1nnc(C2CC2)s1)c1ccc(Cl)nc1 was read as L3MBTL1 inh -2.7%.
Screening COc1cc(CN2CCN(C(=O)CC(C)C)CC2)c([N+](=O)[O-])cc1OC returned L3MBTL1 inh 3.3%.
Screening Cc1ccc(C)c(C(=O)CN2C(=O)NC3(CCCCCC3)C2=O)c1 returned L3MBTL1 inh 1.9%.
Screening Cc1ccc(-c2nn(-c3ccc(F)cc3)cc2C(=O)N2CCN(C3CCS(=O)(=O)C3)CC2)cc1 (centres undefined) returned L3MBTL1 inh -1.2%.

Bioassay records (PubChem BioAssay)
